Screening results as filed in PubChem BioAssay.
USP1-UAF1 inh: Inhibitors of USP1/UAF1: Primary Screen; recombinant USP1/UAF1, Ub-Rhodamine cleavage fluorescence; Potency, µM (series often up to 57.1 µM), for inactives: at the top dose activity change, negative = inhibition, actives largely listed as inhibitors; hit rate 0.23% among 390,000; AID 743255, 2014; also: potency is read from the fitted curve at half-maximal effect; % is scaled to controls: 0 for no effect and ±100 for the full control effect; nearly all actives have a fitted effect of over 60% in size; inactives centre near -12
Target sequence (O94782 whole entry, looked up): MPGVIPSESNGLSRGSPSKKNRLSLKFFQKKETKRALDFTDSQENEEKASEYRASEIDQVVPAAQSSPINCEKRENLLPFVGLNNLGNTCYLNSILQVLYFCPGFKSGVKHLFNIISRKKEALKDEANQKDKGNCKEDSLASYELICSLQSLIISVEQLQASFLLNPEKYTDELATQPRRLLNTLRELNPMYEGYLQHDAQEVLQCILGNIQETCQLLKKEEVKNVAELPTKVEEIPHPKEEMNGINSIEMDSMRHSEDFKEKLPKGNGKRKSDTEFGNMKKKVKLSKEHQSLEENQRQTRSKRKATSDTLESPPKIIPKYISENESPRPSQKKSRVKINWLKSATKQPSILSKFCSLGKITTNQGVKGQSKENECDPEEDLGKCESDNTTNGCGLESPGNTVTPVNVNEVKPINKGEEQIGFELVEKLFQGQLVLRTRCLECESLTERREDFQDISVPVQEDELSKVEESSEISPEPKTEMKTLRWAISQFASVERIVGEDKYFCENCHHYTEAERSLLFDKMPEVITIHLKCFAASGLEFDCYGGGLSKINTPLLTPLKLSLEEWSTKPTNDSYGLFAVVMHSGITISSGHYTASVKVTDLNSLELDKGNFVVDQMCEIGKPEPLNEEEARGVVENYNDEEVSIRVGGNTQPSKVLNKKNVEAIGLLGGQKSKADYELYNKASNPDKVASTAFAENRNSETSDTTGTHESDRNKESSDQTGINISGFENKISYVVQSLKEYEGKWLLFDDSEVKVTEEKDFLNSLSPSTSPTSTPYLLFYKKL
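High-throughput fluorogenic screen: 1nM USP1/UAF1 complex, Ub-Rho substrate 150nM final, 50mM HEPES pH 7.8 with 0.5mM EDTA, 0.1 mg/ml BSA, 1mM TCEP and 0.01% Tween-20.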
GLS inhibitor: qHTS for Inhibitors of Glutaminase (GLS) | GLS enzymatic activity, qHTS titration | Glutaminase kidney isoform, mitochondrial (Homo sapiens), O94925 | hit rate 0.21% among 410,000 | AID 624170, 2012 | Potency, µM (series often up to 45.5 µM), for the others: at the highest dose activity change, negative = inhibition, hits mostly inhibitors; also: potency is read from the fitted curve at half-maximal effect; % is scaled to controls: 0 for no effect and ±100 for the full control effect
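Compounds were pin-transferred onto hKGA, after which L-glutamine (1 mM solution) and a detection mix of glutamate oxidase, HRP and Amplex Red were added. Initial and 30 min RT fluorescence reads were collected.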
IDH1 R132H inh: qHTS for Inhibitors of mutant isocitrate dehydrogenase 1 (IDH1): qHTS; Isocitrate dehydrogenase [NADP] cytoplasmic (Homo sapiens), O75874; IDH1-R132H enzyme, NADPH consumption, diaphorase/resazurin fluorescence; Potency, µM (highest dose often 76.6 µM), for inactives: at the highest dose activity change, negative = inhibition, actives largely listed as inhibitors; hit rate 0.093% among 390,000; also: potency is read from the fitted curve at half-maximal effect; % is scaled to controls: 0 for no effect and ±100 for the full control effect; nearly all actives have a fitted effect of over 65% in size
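IDH1-R132H (0.5 ug/mL dispensed) in pH 7.5 Tris buffer was preincubated 30 min with compound, then given a substrate mix of 0.016 mM NADPH and 2 mM alpha-KG for 80 min at room temperature; remaining NADPH was read by diaphorase/resazurin fluorescence.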
Pin1 inhibitor: qHTS Assay to Find Inhibitors of Pin1; Peptidyl-prolyl cis-trans isomerase NIMA-interacting 1 (Homo sapiens), Q13526; Pin1 FP peptide displacement, HiFluor488, 10 min; Potency, µM (top dose mostly 115 µM), for inactives: at the highest dose activity, negative = inhibition, usual class: inhibitors; hit rate 0.009% among 390,000; active = well fitted inhibition curve with a large enough effect in the polarisation, with a control signal flat, not every such curve was filed as active; inconclusive = small, poorly fitted or top-dose-only effect, or effect the other way, or a change in a side signal; inactive = no such curve, though single readings can be large or run the other way; the % refers to the polarisation; also: potency is read from the fitted curve at half-maximal effect; % is scaled to controls: 0 for no effect and ±100 for the full control effect
Target sequence (Q13526 whole entry, looked up): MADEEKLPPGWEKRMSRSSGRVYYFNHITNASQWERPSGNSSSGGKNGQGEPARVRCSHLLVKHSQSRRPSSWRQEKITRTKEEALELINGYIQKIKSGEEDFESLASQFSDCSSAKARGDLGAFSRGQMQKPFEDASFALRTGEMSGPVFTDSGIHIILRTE
PGK inhibitor: qHTS Assay to Find Inhibitors of Phosphoglycerate Kinase; PGK/GAPDH coupled, Kinase-Glo luminescence, 60 min; Potency, µM (doses to about 57.5 µM), for the others: top-dose activity change, negative = inhibition, usual class: inhibitors; hit rate 0.043% among 380,000; also: potency is read from the fitted curve at half-maximal effect; % is scaled to controls: 0 for no effect and ±100 for the full control effect; nearly all actives have a fitted effect of over 60% in size
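Recombinant glycosomal PGK reaction used 1,3-bisphosphoglycerate generated in-well by GAPDH (100nM final) in 100mM TEA pH 7.6, 5mM MgCl2, 0.01% Tween-20. After 60 minutes at room temperature, ATP was read by Kinase-Glo Plus luminescence end-point.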
TrxR1 substrate: qHTS Assay for Substrates of Mammalian Selenoprotein Thioredoxin Reductase 1 (TrxR1): qHTS | Thioredoxin reductase 1, cytoplasmic (Rattus norvegicus), O89049 | purified TrxR1 substrate turnover, NADPH consumption readout | Potency, µM (series often up to 114 µM), for the others: at the top dose activity change, negative = substrate turnover | hit rate 0.01% among 390,000 | AID 588456, 2011; also: potency is read from the fitted curve at half-maximal effect; % is scaled to controls: 0 for no effect and ±100 for the full control effect; nearly all actives have a fitted effect of over 50% in size
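Rat TrxR1, dispensed at 90 nM, was prereduced with 400 uM NADPH (final) for 5 min at ~22 deg C, then incubated with compound 15 min before 400 uM selenite. A first-read NADPH fluorescence drop versus no-compound background flagged substrates.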
HP1b chromo inh: HTS for Inhibitors of HP1-beta Chromodomain Interactions with Methylated Histone Tails; AlphaScreen HP1-beta / biotin-H3K9me3 peptide binding; AID 540317, 2011; Chromobox protein homolog 1 (Homo sapiens), P83916; hit rate 0.56% among 390,000; Potency, µM (highest dose often 114 µM), inactives show top-dose activity change, negative = inhibition, most hits filed as inhibitors; also: potency is read from the fitted curve at half-maximal effect; nearly all actives have a fitted effect of over 70% in size; inactives centre near 23
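AlphaScreen: HP1-beta (50 nM) preformed 30 min with biotin-H3(1-18)K9me3 peptide (50 nM) in PBS pH 7.4, 0.01% Tween-20. Compound added for 30 min at RT, then streptavidin donor/nickel chelate acceptor beads (10 ug/mL) for 30 min.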
rTrxR1 inhibitor: qHTS Assay for Inhibitors of Mammalian Selenoprotein Thioredoxin Reductase 1 (TrxR1): qHTS; Thioredoxin reductase 1, cytoplasmic (Rattus norvegicus), O89049; recombinant rTrxR1, NADPH fluorescence consumption, selenite substrate; Potency, µM (highest dose often 114 µM), for the others: at the highest dose activity change, negative = inhibition, hits mostly inhibitors; hit rate 1% among 390,000; also: potency is read from the fitted curve at half-maximal effect; % is scaled to controls: 0 for no effect and ±100 for the full control effect; nearly all actives have a fitted effect of over 65% in size
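Rat TrxR1 (90 nM in the dispensed reagent) was pre-reduced with 400 uM NADPH for 5 min at room temperature, then incubated with compound for 15 min. After 400 uM selenite was added, NADPH fluorescence (Ex 340/Em 450 nm) was followed for 8 min.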
PI4K2A block: qHTS for small molecular inhibitors of PI4K2A; Phosphatidylinositol 4-kinase type 2-alpha (Homo sapiens), Q9BTU6; purified PI4K2A, ADP-Glo luminescence, 1 h; stronger effect = lower value; activity change, negative = inhibition, % at 76.9 µM; hit rate 0.13% among 420,000; AID 1346378, 2018; in the data active = activity change below about -50%; inconclusive = mostly about -30% to -49%;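 also: -100% = wells without enzyme as full effect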
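PI4K2A activity was measured by ADP-Glo luminescence: enzyme (4 ug/mL stock) and phosphatidylinositol (1.2 mM stock) in Tris pH 7.5/MgCl2/EGTA/Triton X-100 buffer were reacted with ATP (300 microM stock) for one hour at ambient temperature.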
* = called active by the depositor; i = inactive; ? = inconclusive; · = not tested or not shown; [ ] = dose if it differs, or a comment. Unless noted, calls follow the shape of the dose curve; as a rule, active = well fitted curve in the direction sought with a large enough effect; inconclusive = small, poorly fitted or top-dose-only effect, or another doubt; inactive = no such curve, though single readings can be large; an effect the other way counts as inactive or inconclusive. This is a subset; count on the stated rates, not on these rows.

Compound | USP1-UAF1 inh | GLS inhibitor | IDH1 R132H inh | Pin1 inhibitor | PGK inhibitor | TrxR1 substrate | HP1b chromo inh | rTrxR1 inhibitor | PI4K2A block
COc1ccc(C(=O)c2oc3ccccc3c2NC(=O)COc2ccccc2)cc1 | -20.1% | -4.3% | -13.5% | -2.7% | -4.9% | 5.1% | 45.9%[activator] | 14.1% | 2.6
COc1ccc2[nH]c(C)c(CCN(Cc3cccs3)C(=S)Nc3ccccc3)c2c1 | ? | -0.8% | 4.2% | ? | 1.0% | -4.6% | ? | ? | -3.6
COc1ccccc1CC(=O)N1CCN(c2cccc(C(F)(F)F)c2)CC1 | 1.0% | 8.0% | 1.2% | 0.4% | · | -1.1% | 7.2% | 11.7% | 4.0
CC1(C)NC(=O)N(CC(=O)N2CCN(S(=O)(=O)c3ccccc3C(F)(F)F)CC2)C1=O | 1.2% | 7.3% | 0.0% | -2.8% | -7.3% | -8.5% | 16.5% | -6.9% | -1.9
CSc1nc2cc(S(=O)(=O)N3CCOCC3)ccc2s1 | 0.4% | -0.5% | 5.4% | 2.9% | -6.7% | 1.2% | 12.3% | 11.6% | -2.0
O=C(c1cc(C2CC2)nc2ccc(Br)cc12)N1N=C(C(F)F)CC1(O)C(F)F (stereo unspecified) | -29.1% | -7.1% | 3.7% | 17.1% | -6.3% | -2.2% | 63.4%[activator] | 13.1% | -4.2
O=C(CSCC(=O)Nc1ccc2ccccc2c1)NCc1ccccc1 | -8.2% | -1.2% | 0.3% | ? | 1.7% | -5.6%[57.1 µM] | 37.0% | 15.5%[57.1 µM] | -3.1
COc1ccc(N(C)C(=O)Cc2c(C(=O)O)[nH]c3ccccc23)c(OC)c1 | ? | 0.0% | -6.1% | -2.8% | -2.4% | 6.8%[57.1 µM] | 18.7% | 9.3%[57.1 µM] | -4.5
Cc1ccc(S(=O)(=O)NCCC(=O)NCC(c2cccs2)N(C)C)cc1 (stereo unspecified) | -2.5% | 11.1% | 4.6% | -1.6% | 3.8% | -3.7% | 26.7% | -0.8% | -2.3
Cn1nnnc1SCCNCc1ccccc1OCc1ccc(Cl)cc1 | -5.7% | -10.4% | 3.2% | -3.5% | -0.2% | 11.5%[57.1 µM] | 7.1% | 19.8%[57.1 µM] | 10.4
O=[N+]([O-])c1cc(S(=O)(=O)N2CCCC2)ccc1N/N=C/c1ccncc1 | -21.4% | 4.0% | 1.9% | 0.4% | -2.8% | -3.4% | 8.6% | -11.2% | -1.0
CN(C)c1ccc(C2/C(=C(/O)c3ccccc3)C(=O)C(=O)N2CCCC(=O)O)cc1 (stereo unspecified) | -21.0% | -17.5% | -6.3% | -8.2% | -5.6% | -5.8% | 26.5% | -6.9% | -1.6
CN(c1ccccc1)S(=O)(=O)c1ccc(NC(=O)c2ccccc2C(=O)O)cc1 | -1.1% | 13.0% | -11.0% | -13.0% | -8.5% | 0.6% | 23.9% | 15.7% | -5.9
Cc1ccc(N(CC(O)Cn2c3ccccc3c3ccccc32)S(C)(=O)=O)c(C)c1 (stereo unspecified) | -14.3% | -2.7% | 0.5% | ? | -4.0% | -3.0% | 31.3% | 6.9% | 3.1
CN1C(=S)SC(C)(NO)C1(C)C (stereo unspecified) | -9.1% | 20.3% | -0.3% | 1.7% | 4.4% | -0.2% | ? | 14.0% | 1.8
CC1(C(=O)O)CCC(C(=O)Nc2ccccc2)C1(C)C (stereo unspecified) | 11.2% | 0.7% | 1.7% | 5.3% | 2.6% | -0.5%[57.1 µM] | 10.6% | 2.7%[57.1 µM] | -4.7
C/C(=N/NS(=O)(=O)c1ccc(Cl)cc1)c1ccncc1 | -6.5% | 4.8% | -1.7% | -8.8% | i | 1.6% | 30.2% | 25.1µM* | 0.2
O=C(CN1CCOCC1)NCCc1ccccc1 | -14.3% | -5.3% | 6.5% | -8.9% | 2.1% | 5.5%[2.29 µM] | 49.4%[activator] | 14.2%[57.1 µM] | -1.2
Cc1cc(NC(=O)CSc2ncc(C(=O)Nc3ccc(F)cc3)c(=O)n2C)no1 | -3.7% | 0.0% | -2.0% | 3.4% | -2.5% | 4.3%[57.1 µM] | 27.3% | 7.4%[57.1 µM] | -2.2
COCC(COS(N)(=O)=O)Cc1ccccc1 (stereo unspecified) | -17.6% | -6.8% | 5.7% | 2.1% | -1.0% | 0.9% | 52.4%[activator] | 5.8% | -0.7
Cc1cccc(C)c1NC(=O)Nc1csc2c1CCCC2 | 1.6% | -1.2% | -3.4% | -2.7% | -1.2% | 0.4% | 23.1% | 20.7% | -2.0
N#CC(Cc1ccccc1)(Cc1ccccc1)C(=O)NN | -19.6% | 18.4% | 14.2% | 0.5% | -16.4% | 7.5%[57.1 µM] | 26.3% | 16.8%[57.1 µM] | 2.0
CC1(C)CC(=O)C(C=Nc2ccccc2Sc2ccccc2)=C(O)C1 | -8.1% | -2.5% | 3.2% | 5.6% | -5.6% | -21.6% | 132.0%[activator] | 7.5%[57.1 µM] | -5.8
Cc1cccc(Cl)c1NC(=O)N1CCCN(c2nc3ccc(Cl)cc3s2)CC1 | -5.8% | -3.0% | -3.3% | ? | -0.8% | 6.5% | 37.1% | 12.5% | 1.9
CCN1CCN(C(=S)Nc2cc(C(=O)OC)ccc2C(=O)OC)CC1 | 0.2% | 21.1% | 1.1% | -10.7% | ? | 1.2% | 41.8%[activator] | -17.6% | 1.0
CCOc1ccc(S(=O)(=O)NCc2ccc(Cl)cc2)c2cccnc12 | -14.3% | -2.2% | 3.2% | -5.3% | -6.3% | 0.6%[11.4 µM] | 30.5% | -4.0%[11.4 µM] | 1.2
CCN(CC)C(=O)Cn1cc(S(=O)(=O)Cc2cccc([N+](=O)[O-])c2)c2ccccc21 | -12.8% | -12.3% | -1.5% | 0.5% | -2.5% | -4.9% | 42.7%[activator] | 9.5% | 4.0
COC(=O)c1ccc(C(=O)OC)c(NC(=O)C2CCCO2)c1 (stereo unspecified) | -7.4% | -11.5% | 2.8% | -0.5% | -2.7% | 9.4% | 43.1%[activator] | 7.4% | 0.5
Cc1c(C)c2c(OCC(=O)N[C@@H](CC(C)C)C(=O)O)cc3c(c2oc1=O)CCC(C)(C)O3 | -14.3% | -10.4% | 0.0% | -7.8% | -3.5% | 540.0%[activator] | 64.6%[activator] | ? | -8.2
CC(=O)Nc1sc(NC(=O)c2ccc([N+](=O)[O-])cc2)nc1-c1cccs1 | -7.9% | 16.9% | -1.1% | 2.8% | -5.8% | -4.7% | 11.2% | 15.6% | -6.0
CC1CC(C)CN(CCCNC(=O)c2ccc(N3CCCC3=O)cc2)C1 (stereo unspecified) | -6.4% | -0.5% | 0.2% | -2.0% | 4.1% | 2.5% | 17.8% | 16.2% | -0.9
O=C1CCN(S(=O)(=O)c2ccc(Br)cc2)CCN1 | -8.8% | -1.2% | 4.5% | -2.4% | -0.5% | -0.3%[57.1 µM] | 29.4% | 20.7%[57.1 µM] | 4.4
CCCN(CCC)C(=O)Cn1c(=O)n(CCCCCC(=O)NCc2ccc3c(c2)OCO3)c(=O)c2sccc21 | -15.6% | -6.7% | -9.7% | 0.1% | -6.9% | -2.2% | 5.3% | 13.7% | 7.5
Cc1cc(C)nc(SCCC(=O)Nc2cccc3ccccc23)n1 | -0.9% | 0.5% | 1.9% | 0.6% | -3.4% | -6.1% | 30.0% | -1.1% | 5.5
CC(=O)c1cccc(NC(=O)c2noc3c2CC(C)CC3)c1 (stereo unspecified) | -13.1% | 4.4% | -1.7% | ? | -7.4% | 8.2%[57.1 µM] | 15.2% | 26.8%[57.1 µM] | 1.7
CCC(=O)N1CCN(c2nc3ccccc3s2)CC1 | 1.1% | 0.1% | 1.3% | -2.9% | i | 5.3%[57.1 µM] | 15.3% | 8.3% | 0.7
Clc1ccc(-c2nnc(CSc3nnc(-c4cccs4)o3)o2)cc1 | -17.9% | -0.1% | 1.4% | 1.6% | -1.8% | 6.8%[57.1 µM] | 30.8% | 5.0%[57.1 µM] | -5.7
CCC(Sc1ncnc2sc3c(c12)CCCC3)C(=O)OC(C)C (stereo unspecified) | -16.3% | -8.7% | 20.3% | 2.5% | i | -2.1% | 104.3%[activator] | 7.1% | -0.5
CN1CCN(C(=O)/C(=C/c2cn(S(=O)(=O)N(C)C)c3ccccc23)NC(=O)c2ccccc2)CC1 | -18.8% | 8.2% | -4.0% | -9.6% | 1.3% | -0.9% | 10.2% | -0.1% | 8.5
